Mdm2-MdmX inh – human Mdm2/MdmX binding inhibition; O15151+Q00987; SaOS-2 split-luciferase Mdm2/MdmX complementation, luminescence; AID 485346; actives 3% (n = 330,000); inhibition, % at 8 µM;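 active = inhibition of at least 50% at 8 µM in the primary screen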
Target sequence (O15151 whole entry, looked up): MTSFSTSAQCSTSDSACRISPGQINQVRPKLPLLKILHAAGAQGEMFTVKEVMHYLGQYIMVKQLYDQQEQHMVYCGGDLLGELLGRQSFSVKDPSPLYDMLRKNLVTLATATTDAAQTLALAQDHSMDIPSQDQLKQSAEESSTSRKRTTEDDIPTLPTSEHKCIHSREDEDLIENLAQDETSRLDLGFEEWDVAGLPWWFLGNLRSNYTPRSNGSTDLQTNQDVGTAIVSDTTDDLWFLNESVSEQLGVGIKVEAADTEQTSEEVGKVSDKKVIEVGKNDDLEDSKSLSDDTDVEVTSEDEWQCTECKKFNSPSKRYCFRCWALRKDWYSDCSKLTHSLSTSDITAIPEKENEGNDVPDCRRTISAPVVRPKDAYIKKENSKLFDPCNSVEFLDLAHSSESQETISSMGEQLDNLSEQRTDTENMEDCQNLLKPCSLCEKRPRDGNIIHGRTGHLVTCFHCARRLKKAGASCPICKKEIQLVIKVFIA
Target sequence (Q00987 whole entry, looked up): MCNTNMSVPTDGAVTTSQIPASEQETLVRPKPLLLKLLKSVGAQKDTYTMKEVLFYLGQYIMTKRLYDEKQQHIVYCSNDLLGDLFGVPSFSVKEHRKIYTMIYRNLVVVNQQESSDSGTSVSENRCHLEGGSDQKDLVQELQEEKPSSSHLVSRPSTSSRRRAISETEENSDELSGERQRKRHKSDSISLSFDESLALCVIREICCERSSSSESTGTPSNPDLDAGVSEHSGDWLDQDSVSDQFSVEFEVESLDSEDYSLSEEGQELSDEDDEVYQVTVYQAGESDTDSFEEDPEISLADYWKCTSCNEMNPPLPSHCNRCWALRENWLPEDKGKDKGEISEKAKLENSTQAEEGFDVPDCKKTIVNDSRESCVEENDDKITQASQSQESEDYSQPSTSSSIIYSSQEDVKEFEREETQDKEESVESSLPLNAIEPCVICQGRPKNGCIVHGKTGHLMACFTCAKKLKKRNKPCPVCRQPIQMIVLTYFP
CHOP UPR activ – apoptotic UPR (CHOP) activation; activation, % at 10 µM; AID 449763; CHO-CHOP luciferase reporter, luminescence; percent of tunicamycin response over DMSO baseline; actives 0.34% (n = 330,000);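 active = at 10 µM dose, activation of 40% or more, normalized to positive control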;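 also: 100% = tunicamycin at 10 µg/mL and 0% = DMSO alone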
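Material: CHO-CHOP cells, stable luciferase reporter of PERK-eIF2a-CHOP signalling; quantity: 500 reporter cells seeded per well; buffer or medium: F12 medium containing 10% fetal bovine serum; compound: one dose, 10 µM in 0.5% DMSO; incubation: 6 h compound treatment, 37 °C; measured by: Steady-Glo luciferase luminescence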
tim23-1 inh – tim23-1 yeast growth inhibition. S. cerevisiae tim23-1 growth, BacTiter-Glo luminescence, 24 h. inhibition, % at 20 µM. actives 1.3% (n = 330,000). AID 463212;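 active = growth inhibition of the mutant yeast at or above 50%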;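 also: temperature-sensitive mutant grown at 25 °C; plate controls were DMSO-treated mutant yeast for no effect and medium wells lacking yeast for full effect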
tim10-1 inh – inhibits growth of tim10-1 mutant yeast | S. cerevisiae tim10-1 ts strain growth, BacTiter-Glo, 24 h | inhibition, % at 20 µM | actives 2.2% (n = 330,000);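 active = inhibition of at least 40%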;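 also: mutant grown at 25 °C; 0% = DMSO wells with yeast and 100% = wells holding no yeast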
TIM10 inh – TIM10 yeast growth inhibition; S. cerevisiae TIM10 strain growth, BacTiter-Glo luminescence, 24 h; inhibition, % at 10 µM; actives 1.4% (n = 330,000); AID 463195;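 active = inhibition of 40% or more at the single tested concentration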;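 also: wild-type TIM10 isogenic control strain grown at permissive 25 °C; 0% = DMSO yeast wells and 100% = minimal medium wells without yeast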
Jurkat NFkB inh – lowers PMA/ionomycin-induced NF-kB signal in Jurkat cells; PMA/ionomycin-induced NF-kB luciferase reporter, luminescence; inhibition, % at 4 µM; actives 0.53% (n = 330,000); in the data active = inhibition above about 50%
697 NFkB inh – lowers PMA/ionomycin-induced NF-kB signal in 697 B cells | 697 B-cell NF-kB luciferase reporter, 16 h | inhibition, % at 4 µM | actives 0.33% (n = 330,000) | AID 435022; in the data active = inhibition above about 35%
XBP1 UPR activ – adaptive UPR (XBP1) activation. CHO-XBP1 luciferase reporter, IRE1-XBP1 UPR activation, luminescence; percent of tunicamycin response, DMSO as zero. activation, % at 20 µM. actives 0.33% (n = 330,000);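 active = versus positive control, 20 µM dose yields 30% or more activation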;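 also: 100% = tunicamycin at 10 µg/mL and 0% = DMSO only wells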
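Material: CHO cell line with stable XBP1 luciferase reporter; schedule: 16-18 h cell attachment at 37 °C, then 6 h compound exposure; signal: glow luminescence from Steady-Glo reagent; medium: serum-containing F12 medium, 10% FBS; benchmarks: tunicamycin 10 µg/mL and vehicle-only wells; read-out: percent activation relative to tunicamycin reference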
Numbers without * were called inactive; nt = no result given.

SMILES	Mdm2-MdmX inh	CHOP UPR activ	tim23-1 inh	tim10-1 inh	TIM10 inh	Jurkat NFkB inh	697 NFkB inh	XBP1 UPR activ
O=C(O)c1ccc(CNCc2ccc(F)cc2)cc1	-2.6	-1.1	3.5	-8.2	-0.3	5.0	8.7	-2.8
O=C(Nc1nnc(Cc2ccccc2)s1)c1ccccc1	-2.9	4.8	12.1	12.9	-5.6	-36.4	-62.9	3.3
COC(=O)[C@H](C)N(Cc1ccc(Cl)c(Cl)c1)S(=O)(=O)CCNC1CCCC1	27.4	2.7	34.3	11.5	0.2	nt	9.8	1.2
O=C(Nc1ccc2c(c1)OCO2)N1CCN(C/C=C/c2ccccc2)CC1	17.8	-0.2	-2.0	2.5	2.7	-11.0	-9.2	-2.4
CCCOc1ccc(N2CC(C(=O)NC(C)C)CC2=O)cc1 (stereo not drawn)	-10.6	-0.9	14.1	9.6	4.3	-16.2	12.4	-1.8
CC(C)CCNC(=O)NC(=O)COc1c(F)c(F)cc(F)c1F	-28.0	1.6	28.8	22.9	13.6	-4.4	-11.1	3.3
Nn1cc(-c2ccccc2)nc1SCC(=O)Nc1ccc(S(N)(=O)=O)cc1	8.9	-0.9	9.8	16.6	12.0	-4.2	-13.9	-4.5
Cc1ccccc1S(=O)(=O)Cc1ccc(C(=O)NCc2ccc(F)cc2)o1	16.9	-2.2	-3.2	12.9	-5.6	-4.2	18.2	-4.5
COc1ccc(CNC(=O)c2cc(-c3ccco3)on2)cc1	4.7	0.4	1.4	-6.4	-7.6	-23.7	4.0	0.1
CNC(=O)COC(=O)c1cc(-c2ccco2)nc2ccccc12	26.8	-0.6	-9.7	18.4	-6.9	2.2	8.8	-3.2
OC(COc1ccc(F)cc1Cl)CN1CCC(Cc2ccccc2)CC1 (stereo not drawn)	13.0	3.7	-238.7	-135.3	-118.8	4.8	6.3	-0.8
N#CC1C=Cc2ccccc2N1C(=O)c1ccccc1 (stereo not drawn)	20.9	-2.1	11.1	12.1	-6.1	-4.0	28.4	-2.8
CCn1c(CC(=O)Nc2ccccc2)nnc1SCC(=O)N1CCOCC1	6.0	3.0	4.4	10.8	-0.9	8.5	11.7	-0.4
CCCCCC(=O)Nc1ccc2oc(-c3cncc(Br)c3)nc2c1	57.9*	2.0	-17.2	9.8	-15.7	-106.2	-95.2	0.2
CCc1ccccc1NC(=O)CN1CCN(C(=O)CN2C(=O)NC3(CCCC3)C2=O)CC1	-5.5	0.7	2.2	-3.6	21.1	-5.9	0.1	-1.5
c1ccc(-c2ncc(CSc3nncn3-c3ccccc3)s2)cc1	-11.8	1.4	16.2	19.8	-9.2	0.4	-11.6	-0.8
COc1ccc(/C=N/n2cnc3c([nH]c4ccccc43)c2=O)cc1COc1ccccn1	-8.5	-0.1	10.4	12.3	-5.1	-3.0	32.9	1.3
O=C1CSC(c2nn(-c3ccccc3)cc2-c2cc3ccccc3oc2=O)N1Cc1ccco1 (stereo not drawn)	8.0	0.2	37.2	10.5	14.6	9.9	22.1	-2.6
COC(=O)c1ccc(CN2C(=O)NC(Cc3c[nH]c4ccccc34)C2=O)cc1 (stereo not drawn)	-22.1	2.8	9.0	4.9	0.5	-17.8	-45.9	-4.3
CCn1c(SCC(=O)Nc2ccc(C)cc2)nc(O)cc1=O	-9.1	0.9	-2.8	-4.6	2.1	4.8	-0.5	-1.5
COCCN(C(=O)COC(=O)/C=C/c1ccco1)c1c(N)n(Cc2ccccc2)c(=O)[nH]c1=O	11.8	2.4	8.5	-6.2	8.2	-2.2	-13.5	-6.7
COc1ccc(OC)c(S(=O)(=O)NC(C)c2ccc(-n3ccnc3)cc2)c1 (stereo not drawn)	16.1	-1.0	7.6	2.1	0.8	3.2	7.5	-3.6
O=C(c1ccc(CS(=O)(=O)c2c(Cl)cccc2Cl)o1)N1CCN(c2ccccn2)CC1	-26.2	0.5	18.4	29.2	11.7	-1.0	-14.2	0.4
Cc1ccc(/C=N/n2c(-c3cccs3)n[nH]c2=S)cc1	26.8	-3.6	5.3	30.3	23.0	5.3	-0.5	-3.8
CC(SCC(=O)Nc1ccc(F)cc1)c1nc2ccccc2c(=O)[nH]1 (stereo not drawn)	-2.9	0.0	-9.4	-0.4	5.5	5.5	8.1	-3.4
CCCCOC(=O)CSc1nnc(N)s1	-13.7	-1.1	22.4	6.0	6.7	7.4	22.7	-2.0
O=C(NCCc1ccccc1)C(=O)NCC1CCCN1S(=O)(=O)c1cccs1 (stereo not drawn)	14.1	0.3	-3.4	-0.3	-6.5	13.6	-30.4	-0.8
CC(C)(C)C(=O)O/N=C(\N)c1ccc([N+](=O)[O-])s1	0.2	3.0	24.4	25.6	7.6	-0.7	8.8	0.6
Cc1ccc(F)c(NC(=S)Nc2cccc3ccccc23)c1	17.0	2.7	28.0	28.6	25.3	-5.3	-34.3	2.6
COCCNC(=O)c1ccc2c(c1)S(=O)(=O)c1cc(Cl)ccc1C2=O	29.9	1.5	-15.1	-27.4	-3.0	-7.7	6.1	0.2

Sorted by number of heavy atoms (lowest first): three of the compounds above.
SMILES	Mdm2-MdmX inh	CHOP UPR activ	tim23-1 inh	tim10-1 inh	TIM10 inh	Jurkat NFkB inh	697 NFkB inh	XBP1 UPR activ
O=C(O)c1ccc(CNCc2ccc(F)cc2)cc1	-2.6	-1.1	3.5	-8.2	-0.3	5.0	8.7	-2.8
CC(C)CCNC(=O)NC(=O)COc1c(F)c(F)cc(F)c1F	-28.0	1.6	28.8	22.9	13.6	-4.4	-11.1	3.3
Nn1cc(-c2ccccc2)nc1SCC(=O)Nc1ccc(S(N)(=O)=O)cc1	8.9	-0.9	9.8	16.6	12.0	-4.2	-13.9	-4.5

The list continues.
SMILES	Mdm2-MdmX inh	CHOP UPR activ	tim23-1 inh	tim10-1 inh	TIM10 inh	Jurkat NFkB inh	697 NFkB inh	XBP1 UPR activ
CCc1ccccc1NC(=O)Nc1ccsc1C(=O)OC	29.0	2.7	7.8	7.7	4.8	0.3	22.9	-1.8
CCc1ccc(C(=O)CSc2nnc(C3CC3)n2C2CC2)cc1	-46.0	0.9	14.0	9.3	8.1	-14.0	-5.0	1.0
CSC(=CC(=O)c1ccc(F)cc1)SC	11.8	1.2	20.7	-22.2	10.4	-14.4	0.1	3.0
Cc1cc(N2CCCC2)nc2ccccc12	18.7	1.2	0.6	-9.7	-9.3	-9.1	-6.6	-2.0
O=C(O)c1cccn2c(=O)c3ccccc3nc12	10.7	0.2	2.7	20.0	2.3	-6.3	-12.0	3.4
CCOC(Cn1c(-c2ccc(OC)cc2)nc2ccccc21)OCC	-30.8	0.8	33.7	33.1	9.9	-9.0	-32.1	-1.1
O=C(C1CC1)N1CCc2cc(S(=O)(=O)NCc3ccccc3)ccc21	18.0	0.0	8.0	-13.4	-9.3	12.3	-2.2	-1.1
O=C(CCCn1c(=S)[nH]c2ccsc2c1=O)NCCc1ccccc1	4.9	3.8	17.7	27.4	7.7	1.0	-5.0	-4.3
COc1ccc(C(=O)Nc2cc(C)nn2-c2ccc(C)cc2)cc1	-12.1	0.1	17.5	16.1	0.5	-3.2	7.0	-4.0
CC(C)CCNC(=O)C(CC(C)C)N(Cc1ccc2c(c1)OCO2)C(=O)c1snc(C(N)=O)c1N (stereo not drawn)	-10.7	-1.2	28.2	31.5	32.9	8.1	22.9	0.2
Cn1c(N)c(C(=O)CSc2nnc(-c3ccccc3F)n2C2CC2)c(=O)n(C)c1=O	-7.9	1.6	6.6	5.6	7.6	4.2	14.3	-0.9
CC(=O)c1ccc(NC(=O)C2CCN(S(=O)(=O)c3cccc4nonc34)CC2)cc1	-5.0	0.6	18.8	13.9	1.0	9.7	4.9	-4.0
O=C1COc2ccc(C(=O)COC(=O)CNC(=O)C3CCCCC3)cc2N1	2.6	1.9	11.3	16.9	-18.0	-12.2	4.7	2.8
Cn1c(=O)n(C)c2cc(NC(=O)CCl)ccc21	69.4*	-0.2	17.2	14.5	-21.1	3.5	8.8	3.3
CC(=O)c1ccc(S(=O)(=O)Nc2cccc(-c3ccc(N4CCOCC4)nn3)c2)cc1	-15.0	3.4	11.6	1.9	10.3	-12.2	-56.0	-0.2

A second format for some results above.
mol | Mdm2-MdmX inh | CHOP UPR activ | tim23-1 inh | tim10-1 inh | TIM10 inh | Jurkat NFkB inh | 697 NFkB inh | XBP1 UPR activ
COc1ccc(C(=O)Nc2cc(C)nn2-c2ccc(C)cc2)cc1 | -12.1 | 0.1 | 17.5 | 16.1 | 0.5 | -3.2 | 7.0 | -4.0
CC(C)CCNC(=O)C(CC(C)C)N(Cc1ccc2c(c1)OCO2)C(=O)c1snc(C(N)=O)c1N (stereo not drawn) | -10.7 | -1.2 | 28.2 | 31.5 | 32.9 | 8.1 | 22.9 | 0.2
Cn1c(N)c(C(=O)CSc2nnc(-c3ccccc3F)n2C2CC2)c(=O)n(C)c1=O | -7.9 | 1.6 | 6.6 | 5.6 | 7.6 | 4.2 | 14.3 | -0.9

The results go on:
SMILES	Mdm2-MdmX inh	CHOP UPR activ	tim23-1 inh	tim10-1 inh	TIM10 inh	Jurkat NFkB inh	697 NFkB inh	XBP1 UPR activ
O=[N+]([O-])c1ccc(S(=O)(=O)N2CCC3(CC2)OCCN3S(=O)(=O)c2cccs2)cc1	28.8	-1.5	37.4	27.6	3.9	4.6	15.2	-1.0
C=CCSc1n[nH]c(-c2ccc(OC)cc2)n1	-108.9	5.7	23.7	-8.1	9.8	-91.4	-100.2	3.0
CCc1nc(SCC(=O)Nc2ccccc2)c2c(=O)n(C)c(=O)n(C)c2n1	1.3	0.1	6.4	-8.3	-6.9	-6.6	3.2	0.2
O=C(c1ccco1)N1CCN(C(=O)C2CCN(S(=O)(=O)c3cccs3)CC2)CC1	3.8	0.1	13.7	8.9	-7.8	-1.9	1.2	-3.2
COc1ccc(C2/C(=C(\O)c3cc(C)ccc3C)C(=O)C(=O)N2CCN(C)C)cc1OC (stereo not drawn)	-19.4	0.5	10.7	10.3	5.5	14.1	7.2	-1.3
CC(=O)NC1=NN(C(C)=O)C(C)(c2ccc(Cl)s2)S1 (stereo not drawn)	19.2	0.8	3.3	6.3	0.0	46.3	8.1	-1.2
O=C(c1cc2ccccc2oc1=O)N(Cc1ccccc1)Cc1ccc2c(c1)OCO2	5.8	0.3	23.2	11.0	10.7	3.1	-6.6	1.4
Cc1cc(N2CCN(C)CC2)nc2ccc(NC(=S)NC3CC3)cc12	17.7	1.3	-17.2	4.1	-0.7	-7.5	-2.9	-1.3
O=C(NN1C(=O)c2ccc3c4c(ccc(c24)C1=O)CC3)c1ccc(Br)cc1	-15.7	0.2	-15.3	8.8	4.6	-8.3	-8.1	1.4
Cc1ccc(-c2[nH]nc3c2C(c2ccoc2)C(C#N)=C(N)O3)cc1C (stereo not drawn)	24.4	1.2	42.4	38.7	41.1*	6.0	-1.2	-1.1
CC(=O)N1c2ccc(S(=O)(=O)CCC(=O)O)cc2CC1C (stereo not drawn)	14.9	-4.1	10.3	20.7	7.4	5.1	21.9	-0.9
N#C/C(=C\c1cccnc1)C(=O)Nc1ccc(S(N)(=O)=O)cc1	9.7	4.6	-11.3	2.6	4.7	10.3	19.8	-5.7
Cc1ccc(S(=O)(=O)c2nc(S(C)(=O)=O)sc2N2CCC(C)CC2)cc1	53.5*	1.1	46.6	46.3*	24.9	10.6	-18.7	-6.7
COC(=O)c1ccccc1NC(=O)NCc1ccc2c(c1)OCO2	22.3	-1.4	19.5	9.7	4.4	10.5	8.4	-2.6
Nc1nccnc1C(=O)OCC(=O)c1ccc[nH]1	20.5	0.6	2.8	17.7	5.4	2.8	-2.5	-2.3
CC(=O)N(CCCN(C)C)Cc1ccccn1	9.5	-0.4	-5.3	-4.0	0.5	7.2	10.0	-0.7

Bioassay records as filed in PubChem.
